# High-throughput results (PubChem)
# RBX1-CUL1 inh: blocks human RBX1-Cullin-1 di-ubiquitin formation; P62877+Q13616; in vitro K48 di-Ub FRET, acceptor:donor ratio, 45 min; inhibition, % at 10 µM; actives 0.6% (n = 140,000); AID 1347404; in the data active = inhibition above about 25%
# Target sequence (P62877 whole entry, looked up): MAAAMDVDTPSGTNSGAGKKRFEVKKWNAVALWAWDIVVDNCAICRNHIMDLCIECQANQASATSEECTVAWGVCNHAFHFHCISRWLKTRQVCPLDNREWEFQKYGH
# Target sequence (Q13616 whole entry, looked up): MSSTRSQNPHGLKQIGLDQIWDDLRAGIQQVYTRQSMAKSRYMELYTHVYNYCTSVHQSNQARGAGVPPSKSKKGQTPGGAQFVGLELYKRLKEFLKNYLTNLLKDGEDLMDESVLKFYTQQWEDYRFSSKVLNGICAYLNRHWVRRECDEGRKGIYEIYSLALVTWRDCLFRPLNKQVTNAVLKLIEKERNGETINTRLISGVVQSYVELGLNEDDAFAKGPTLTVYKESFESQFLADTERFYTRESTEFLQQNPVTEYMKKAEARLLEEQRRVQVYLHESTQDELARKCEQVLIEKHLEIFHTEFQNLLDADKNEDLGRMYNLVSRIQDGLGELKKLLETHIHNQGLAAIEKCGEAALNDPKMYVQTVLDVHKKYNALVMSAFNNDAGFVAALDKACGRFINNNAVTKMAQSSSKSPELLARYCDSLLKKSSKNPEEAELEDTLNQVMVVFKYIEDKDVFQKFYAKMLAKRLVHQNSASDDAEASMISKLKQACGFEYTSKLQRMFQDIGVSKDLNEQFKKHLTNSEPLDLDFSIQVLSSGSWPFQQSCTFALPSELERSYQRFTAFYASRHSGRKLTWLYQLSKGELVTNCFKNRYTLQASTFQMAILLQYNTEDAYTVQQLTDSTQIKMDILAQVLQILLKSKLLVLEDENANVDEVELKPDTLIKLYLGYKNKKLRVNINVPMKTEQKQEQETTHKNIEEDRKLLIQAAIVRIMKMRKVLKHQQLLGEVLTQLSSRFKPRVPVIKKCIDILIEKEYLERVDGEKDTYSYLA
# Starred values were filed as active, the others as inactive.
SMILES,RBX1-CUL1 inh
CCC1(CC)Cc2ccccc2C(C2C(=O)N(c3ccccc3)N=C2C)=N1 (stereo unspecified),9
CCCNS(=O)(=O)Cc1cccc(C)c1,7
Cc1c(Cl)cccc1NC(=O)Nc1nnc(N(C)Cc2ccccc2)s1,1
CC(C)COc1ccc(C(=O)N2CCN(CCc3ccncc3)CC2)cc1,5
O=C(c1cccs1)N1CCc2[nH]nc(-c3cccc(F)c3)c2C1,0
CCN1CCN(C(=O)CCC2CCN(C(=O)/C=C/c3ccccn3)CC2)CC1,2
CCCC[C@H]1SC(C)=NN1C(=Nc1nnc(C)s1)N1CCN(C(=Nc2nnc(C)s2)N2N=C(C)S[C@@H]2CCCC)CC1,3
CCOC(=O)N/N=C/c1ccc(F)c(Oc2ccccc2)c1,3
COc1cc(OC)cc(-c2nnc(SCC(=O)N3CCC(C)CC3)o2)c1,1
O=C(NCC1CCCN(Cc2ccsc2)C1)c1ccco1 (stereo unspecified),-14
CC(O)c1cccc(NC(=O)c2ccc(-c3ccccc3)cc2)c1 (stereo unspecified),5
CC(C)(C)NS(=O)(=O)c1ccc(/C=C/C(=O)O)cc1,-2
Cc1ccc2c(c1)nnn2CNc1cccc2ccccc12,-11
O=S(=O)(Cc1ccc(Br)cc1)Nc1ccccc1F,0
CCOC(c1ccccc1)c1ccc2c(c1)CN(C(=O)c1ccc(OC)nc1OC)CCO2 (stereo unspecified),-2
CCN(CC)c1ccc(/C=N/NC(=O)CSc2nc3ccccc3n2Cc2ccc(C)cc2)c(O)c1,-14
CCOc1ccc(/C=C2\SC(=Nc3ccccc3C)N(c3ccccc3C)C2=O)cc1OC,-6
Cc1c(C2=CCN(S(=O)(=O)c3cccc(Cl)c3)CC2)c2ccccc2n1CC(=O)N1CCCC1,5
NC(=S)NN1C(=O)C2C3c4ccccc4C(c4ccccc43)C2C1=O (stereo unspecified),-4
COc1cc(C(=O)NNC(=O)C2CCCCC2C(=O)O)cc(OC)c1OC (stereo unspecified),5
CC(C)N(C)Cc1nc(CC2CC2)no1,6
CCOc1ccc2ccccc2c1CNC,-8
CCc1cccc(C)c1NC(=O)CCn1c(=O)c2cccn2c2ccccc21,9
Cc1ccc(C2NC(=O)c3n[nH]c(-c4cccs4)c32)cc1 (stereo unspecified),-4
Cc1nc(C2CCCN(C(=O)c3scc4c3OCCO4)C2)cc(=O)[nH]1 (stereo unspecified),2
CS(=O)(=O)N1CCC(Oc2ccccc2C(=O)NCCn2cccn2)CC1,-3
COc1ccc(S(=O)(=O)c2cnc3ccc(Cl)cc3c2N2CCCCC2C)cc1 (stereo unspecified),-9
CN(C)CCCNc1cc(N2CCN(C3CCCCC3)CC2)c2noc3c2c1C(=O)c1ccccc1-3,-8
COc1ccc(NC(=O)Cn2c(=O)n(-c3ccccc3)c(=O)c3c4c(sc32)CCCC4)cc1,0
OC1CCN([C@@H]2CCN(Cc3ccc(OCc4ccccc4)cc3)C[C@H]2O)CC1,13
Cc1ccc(C(=O)Nc2ccc(N3CCN(C(=O)CC(C)C)CC3)cc2)cc1,-8
CCNC(=O)c1cn(CC(C)C)cc(C(=O)NCc2ccc(F)cc2)c1=O,5
Cc1nc(N2CCC(C(=O)NCCc3ccccc3Cl)CC2)nc2cc(S(C)(=O)=O)ccc12,8
O=C(NC1CCCc2ccccc21)c1ccccc1Br (stereo unspecified),-3
CCOc1ccc(C(=O)Nc2cc(C)ccc2O)cc1,7
NCCCCCc1nnc(SCc2ccc(F)cc2)o1,1
N#Cc1ccc(OC(=O)c2cc(-c3ccc(Cl)cc3)on2)cc1,0
COc1ccc(-n2c(CC3C(=O)Nc4ccc(C)cc43)nc3ccccc3c2=O)cc1 (stereo unspecified),2
CS(=O)(=O)N1CCCC(Cn2cc(Cc3ccccc3)nn2)C1 (stereo unspecified),-1
O=C(c1sccc1Cl)N1CCC(Cn2cc(CO)nn2)CC1,-2
O=[N+]([O-])c1cc(-c2nc(-c3ccccc3)no2)ccc1NCc1ccco1,18
OCC1(Cc2ccccc2)CCN(Cc2cccc3c2OCO3)CC1,7
Cc1ccc(S(=O)(=O)N2CCC(C(=O)N3CCCC(C)C3)CC2)cc1 (stereo unspecified),9
CCN(CC1CCN(C2CCN(C)CC2)CC1)C(=O)c1ccc(C=O)cc1,2
COc1cc(CSCCN)ccc1Cl,18
CSc1nc(Nc2cccc(C)c2)c(C#N)c(-c2ccccc2)n1,-1
FC(F)(F)COc1nc(NCc2ccccc2)nc(Nc2ccc(OC(F)(F)Cl)cc2)n1,1
CC(=O)N1CCCc2cc(S(=O)(=O)N3CCCC(C(=O)N4CCN(c5cccc(Cl)c5)CC4)C3)ccc21 (stereo unspecified),0
CCN1CCC(NC(=O)C(C)Oc2ccccc2Cl)CC1 (stereo unspecified),4
CCC(=O)NNc1cc(=O)c2c(=O)n(C)c(=O)n(C)c2[nH]1,-1

# New compounds follow:
SMILES,RBX1-CUL1 inh
Cn1c(=O)c2[nH]c(N3CCN(c4ccccc4O)CC3)nc2n(C)c1=O,-1
CCn1c(CNC(=O)C23CC4CC(CC(C4)C2)C3)nnc1SCC(=O)Nc1ccc(C)cc1,-3
Cc1c(Cl)cccc1NC(=O)c1nnn(-c2ccccc2F)c1C,-3
Cc1ccc(NC(=O)C2CCN(S(=O)(=O)c3c(C)noc3C)CC2)c(C)c1,-3
CN(Cc1nccn1C)CC1CCN(CCc2cccc(F)c2)CC1,-1
CCn1cc2nc(SCc3ccccc3)n(Cc3ccc(C)cc3)c(=O)c2n1,0
CCC1CCCCN1CCCNC(=O)c1[nH]c2ccccc2c1Sc1ccc(Cl)cc1 (stereo unspecified),8
Cc1cccc(NC(=O)Nc2nnc(N(C)C3CCCCC3)s2)c1C,-4
Cc1cc(C)c2sc(NC(=O)c3ccc(S(=O)(=O)N4CCCC4)cc3)nc2c1,5
O=C(COc1cccc(C(=O)O)c1)Nc1ccc(F)cc1,-4

# 4 records drawn at random from those above:
SMILES,RBX1-CUL1 inh
Cc1cccc(NC(=O)Nc2nnc(N(C)C3CCCCC3)s2)c1C,-4
Cc1c(Cl)cccc1NC(=O)c1nnn(-c2ccccc2F)c1C,-3
CCn1c(CNC(=O)C23CC4CC(CC(C4)C2)C3)nnc1SCC(=O)Nc1ccc(C)cc1,-3
CCC1CCCCN1CCCNC(=O)c1[nH]c2ccccc2c1Sc1ccc(Cl)cc1 (stereo unspecified),8

# Some of these compounds in order of their number in RBX1-CUL1 inh, rising.
Molecule,RBX1-CUL1 inh
O=C(COc1cccc(C(=O)O)c1)Nc1ccc(F)cc1,-4
Cc1ccc(NC(=O)C2CCN(S(=O)(=O)c3c(C)noc3C)CC2)c(C)c1,-3
Cn1c(=O)c2[nH]c(N3CCN(c4ccccc4O)CC3)nc2n(C)c1=O,-1

# Remaining list, next part:
SMILES,RBX1-CUL1 inh
Cc1csc(C(C)NC(=O)Nc2nnc(C(F)(F)F)s2)n1 (stereo unspecified),-2
CCN(Cc1ccc(COC)o1)CC1CCCN(CCc2cccc(OC)c2)C1 (stereo unspecified),-6
O=C1OC(c2ccco2)=NC1C=Nc1cccc(Cl)c1 (stereo unspecified),-2
Cc1cc(C(F)(F)F)n2ncc(C#N)c2n1,-1
Cc1ccc(NC(=O)Cn2cc(C(=O)C3CC3)c3ccccc32)cc1C,-2
C/C(Cl)=C/CSc1nn2c(=O)c3ccccc3nc2s1,17
O=S(=O)(Oc1ccc2ccccc2c1)c1ccc2ccccc2c1,14
Cc1nnc2sc(Cc3ccc(F)cc3)nn12,2
N#Cc1c(-c2ccc(Cl)cc2)cc(-c2cccs2)nc1SCC(=O)O,7
O=C(NC(=S)Nc1ccc(-c2nc3ccccc3[nH]2)cc1)c1cncc(Br)c1,-8

# Of the compounds above, these have a furan ring, fused or not:
SMILES,RBX1-CUL1 inh
O=C(NCC1CCCN(Cc2ccsc2)C1)c1ccco1 (stereo unspecified),-14
O=[N+]([O-])c1cc(-c2nc(-c3ccccc3)no2)ccc1NCc1ccco1,18
CCN(Cc1ccc(COC)o1)CC1CCCN(CCc2cccc(OC)c2)C1 (stereo unspecified),-6
O=C1OC(c2ccco2)=NC1C=Nc1cccc(Cl)c1 (stereo unspecified),-2

# Additional entries
SMILES,RBX1-CUL1 inh
Cc1ccc(NC(=O)C(C)C)cc1C,3
Cc1cccc(NC(=O)COc2cc(C)c(Cl)c(C)c2)n1,8
CSc1nnc(Cc2ccccc2)c(=O)[nH]1,7
COc1ccc(Br)cc1CNC(=O)c1ccc2c(c1)nc1n2CCC(C)C1 (stereo unspecified),-13
Cc1ccc(N2CC(C(=O)Nc3ccc(Oc4ccc(C(C)(C)C)cc4)cc3)CC2=O)cc1 (stereo unspecified),4
Cc1ccc(N2CC(C(=O)Oc3ccccc3)CC2=O)cc1 (stereo unspecified),10
Clc1ccccc1-c1nn2c(-c3ccncc3)nnc2s1,-9
CCOC(=O)c1c(-c2ccc(C)cc2)csc1NC(=O)CSc1nc2ccccc2c(=O)n1-c1ccccc1,-2
COc1ccc(-c2oc3ncn4nc(-c5ccc(Cl)cc5)nc4c3c2-c2ccc(OC)cc2)cc1,0
COc1cc(NC(=O)c2cc3ccc4cccnc4c3[nH]2)cc(OC)c1OC,-9
CCc1cc2c(cc1OC(C)=O)C(=O)c1ccccc1C2=O,10
COc1ccc(N2CCN(S(=O)(=O)N3CCCCCC3)CC2)cc1,0
Cc1c(C(C)NC(=O)C2=CC(=O)CC(C)(C)O2)cnn1-c1ccccn1 (stereo unspecified),-4
COc1ccccc1CNC(=O)c1ccc2c(c1)nc(C)n2-c1ccccc1OC,-5
O=C(O)CCC(=O)c1ccc(O)cc1,1
O=C(Cn1cnc2ccccc2c1=O)Nc1ccccc1Cl,-6
CCN(CC)c1nc2c(-c3cccc(Br)c3)nnn2c2ccccc12,-6
CCOc1ccc(-c2nc(N(C(=O)Cc3ccccc3)c3ccc(C(=O)OC)cc3)sc2CC)cc1,-2
Cc1cc(C)c(NC(=O)C(=O)NCC(c2cccnc2)N2CCN(c3ccccc3F)CC2)c(C)c1 (stereo unspecified),-2
CCOC(=O)c1c(N)sc2c1CCN(C(C)C)C2,-4
N#CC1C(=N)Oc2n[nH]c(-c3cccs3)c2C1c1ccc(F)c(Br)c1 (stereo unspecified),-12
CC(C)CS(=O)(=O)c1ncc(CN2CCC[C@H]2C(N)=O)n1Cc1ccccc1,-4
COc1ccc(OC)c(CNC(=O)c2ccc3nc(C(C)C)oc3c2)c1,-5
CCCCCC(=O)Oc1ccc(N2C(=O)C3C(C2=O)C2(Br)c4ccccc4C3(Br)c3ccccc32)cc1 (stereo unspecified),5
CC(C)C1C2c3ccccc3C(c3ccccc32)C1C(=O)NC1CCCCC1 (stereo unspecified),-4
Cc1cc([N+](=O)[O-])ccc1NC(=O)CCCOc1ccc(Cl)cc1Cl,-1
CCn1ccnc1CNc1nncc(-c2cccc(F)c2)n1,-8
O=C1C(C=NC2CCCCC2)C(c2ccccc2)=NN1c1nc2ccccc2s1 (stereo unspecified),3
CC(C)(C)c1ccc(-n2ncc3c2CCCC3NC(=O)C[n+]2cc([O-])on2)cc1 (stereo unspecified),6
CCCn1c(SCC(=O)Nc2cccc(C)c2)nnc1-c1ccc(Cl)cc1,5
O=C(COc1ccc(Cl)cc1Cl)NC(=S)Nc1cc(C(F)(F)F)cc(C(F)(F)F)c1,12
O=C(c1cc2c(Cl)nc3ccccc3c2s1)N1CCCCC1,2
CCc1ccc(NC(=O)c2cc3nc(-c4ccc(C)cc4)cc(C(F)(F)F)n3n2)cc1,-1
CN1CCCCCC1C(=O)N1CCC(CCC(=O)Nc2ccccc2)CC1 (stereo unspecified),1
O=C(CCS(=O)(=O)c1nc(-c2cccs2)cc(C(F)(F)F)n1)Nc1ccc(F)c(Cl)c1,2
N#CC1(CCCC2CCC3(CC2)C(=O)NCN3c2ccccc2)Cc2ccccc2Sc2ccccc21 (stereo unspecified),3
O=C(Cn1nc([N+](=O)[O-])nc1Br)c1ccc(Cl)cc1,3
COc1ccc(N2CCN(C(=O)c3noc4c3CCCCC4)CC2)cc1,-3
N#Cc1ccc(OCc2cccc(C(=O)N3N=C(C(F)F)CC3(O)C(F)F)c2)cc1 (stereo unspecified),-8
CC(=O)c1ccc(N2CCN(C(=O)C3CCN(S(=O)(=O)c4c(C)noc4/C=C/c4ccccc4F)CC3)CC2)cc1,-4
O=C(Nc1sc2c(c1C(=O)N1CCCCC1)CCCC2)C1CC1,0
COc1ccccc1-n1cc(CNC(=O)COc2ccc(N(C)Cc3ccc(F)cc3)nn2)cn1,13
COc1ccc(C)cc1S(=O)(=O)Nc1ccc(NC(C)=O)cc1,0
COc1ccc(-c2cc(C(F)(F)F)nc(SCC(=O)N3CCC(C)CC3)n2)cc1,1
Cc1ccc(S(=O)(=O)Nc2ccc(CCc3nc4ccccc4o3)cc2)cc1,-2
Cc1cccc(OCC(=O)Nc2cccnc2Cl)c1,-1
CCCCC(=O)Nc1ccncc1,3
Cc1cccc(CNC2CC(C)(C)Cc3nc(N4CCOCC4)ncc32)c1 (stereo unspecified),1
COC1CCCN(C(=O)c2cc(C)ccc2OC2CCN(Cc3ccncc3)CC2)C1 (stereo unspecified),-4
O/N=C1\CCCc2ccc(Cl)cc21,3

# The listing continues.
SMILES,RBX1-CUL1 inh
Cn1c(NCc2cccs2)nc2ccccc21,8
Cc1cc(C)n(-c2nnc(N/N=C/c3ccccc3O)nn2)n1,12
COc1cccc(Nc2nc3ccccc3n2C(C)C)c1,-2
O=C(CSc1nnc(-c2ccccc2)o1)c1cccc([N+](=O)[O-])c1,0
CC(CNC(=O)/C=C/c1cccc(Cl)c1)NC(=O)/C=C/c1cccc(Cl)c1 (stereo unspecified),-2
C=CCOc1ccc(CNc2ncn[nH]2)cc1OC,3
CSc1nnc(-c2cc(Br)ccc2NC(C)=O)c(=O)[nH]1,-6
Cc1ccc(S(=O)(=O)NC2CCCC(C(=O)O)C2)cc1 (stereo unspecified),-1
C=CCC(O)(CC=C)CNC(=O)CCC1(Cc2ccc(Cl)cc2)CCC(=O)N1 (stereo unspecified),5
CCN1C(=O)C2C(=O)CC(=N)N=C2N(C)C1=O (stereo unspecified),2
CCOc1ccccc1NC(=O)CN1Cc2ccccc2C1=O,2
CN(CC(=O)Nc1ccccc1Cl)S(=O)(=O)c1ccc(C(=O)N2CCOCC2)s1,-5
CC(C)(C)c1ncccc1OC(=O)C12CC3CC(CC(C3)C1)C2,11

# Not all compounds are listed. The share of hits here may be higher or lower than overall.
